NALP1 inh: inhibitors of NALP1 inflammasome in yeast | actives 0.61% (n = 280,000) | S. cerevisiae NALP1/ASC/caspase-1 growth, X-gal OD620, 72 h | inhibition, % at 10 µM; in the data active = inhibition mostly above about 24%, no sharp cut-off; inactive = mostly below about 32%; note: some compounds called inactive have numbers as strong as hits
IDE cell inh: inhibitors of human insulin-degrading enzyme in cells. P14735. actives 0.41% (n = 320,000). inhibition, % at 5.59 µM. HEK cells, FAbetaB cleavage, fluorescence polarization;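 active = percent inhibition above the average of all tested compounds plus 3 SD, set per screening campaign, cut at about 16% in these data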;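 note: IDE supplied by intact live HEK cells; FP after avidin binding of uncleaved biotin substrate so inhibition keeps polarization high; 0% = DMSO wells and 100% = 60 µM reference IDE inhibitor Ii1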
Target sequence (P14735 whole entry, looked up): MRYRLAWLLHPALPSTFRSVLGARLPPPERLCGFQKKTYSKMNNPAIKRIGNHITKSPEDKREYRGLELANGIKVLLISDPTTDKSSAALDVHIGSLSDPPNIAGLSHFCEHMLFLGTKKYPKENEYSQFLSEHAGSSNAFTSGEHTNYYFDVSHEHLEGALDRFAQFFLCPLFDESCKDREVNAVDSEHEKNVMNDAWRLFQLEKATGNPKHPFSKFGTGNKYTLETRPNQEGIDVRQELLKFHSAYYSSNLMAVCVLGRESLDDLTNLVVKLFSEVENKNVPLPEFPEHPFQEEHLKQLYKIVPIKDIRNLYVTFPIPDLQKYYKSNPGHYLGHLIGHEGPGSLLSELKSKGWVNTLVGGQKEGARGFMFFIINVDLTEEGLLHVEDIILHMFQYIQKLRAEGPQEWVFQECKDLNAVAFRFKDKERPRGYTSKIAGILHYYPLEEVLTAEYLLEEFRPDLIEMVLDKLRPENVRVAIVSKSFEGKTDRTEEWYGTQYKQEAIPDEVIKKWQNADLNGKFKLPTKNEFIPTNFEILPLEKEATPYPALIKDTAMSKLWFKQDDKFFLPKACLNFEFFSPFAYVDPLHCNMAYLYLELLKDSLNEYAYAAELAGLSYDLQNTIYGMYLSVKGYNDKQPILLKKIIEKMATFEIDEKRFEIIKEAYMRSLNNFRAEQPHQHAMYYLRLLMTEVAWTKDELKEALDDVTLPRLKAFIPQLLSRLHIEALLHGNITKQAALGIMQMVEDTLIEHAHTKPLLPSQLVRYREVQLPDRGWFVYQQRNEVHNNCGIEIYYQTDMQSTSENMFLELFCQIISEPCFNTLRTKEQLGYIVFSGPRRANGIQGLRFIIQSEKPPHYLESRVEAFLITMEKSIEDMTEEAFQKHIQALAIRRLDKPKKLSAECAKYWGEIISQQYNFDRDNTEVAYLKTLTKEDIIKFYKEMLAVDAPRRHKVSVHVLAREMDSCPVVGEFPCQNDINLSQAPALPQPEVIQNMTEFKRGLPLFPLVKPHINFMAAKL
IMP-1 inhibitor: blocks Pseudomonas aeruginosa IMP-1 metallo-beta-lactamase. purified IMP-1, nitrocefin hydrolysis, epi-absorbance fluorescence. inhibition, % at 5.6 µM. actives 0.45% (n = 290,000). AID 1556;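 active = inhibition above the mean plus 3 SD of all compounds in the same screening run, cut at about 4.5% in these data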;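 note: 0% = IMP-1 with DMSO and 100% = DMSO wells lacking enzyme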
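System: Purified recombinant IMP-1 metallo-beta-lactamase enzyme | Measured by: Fluorescence quenching readout, ex 480/em 530 nm | Replication: Singlicate | Incubation: 15 min preincubation plus 25 min reaction at 25 °C | Evaluation: Percent inhibition from optical density relative to buffer-blank wells | Benchmarks: DMSO with and without IMP-1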
VIM-2 inhibitor: blocks Pseudomonas aeruginosa VIM-2 metallo-beta-lactamase; actives 0.89% (n = 290,000); purified VIM-2, nitrocefin hydrolysis, epi-absorbance fluorescence; inhibition, % at 5.6 µM;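 active = inhibition above the mean of all tested compounds plus 3 SD, cutoff set per screening run, cut at about 7.5% in these data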;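 note: red hydrolysis product quenches plate fluorescence so inhibitors raise well fluorescence; 0% = enzyme with DMSO and 100% = DMSO without enzyme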
IDE act: boosts human insulin-degrading enzyme activity in HEK cells; AID 493087; P14735; actives 0.073% (n = 340,000); activation, % at 5.96 µM; FAbeta-B cleavage, fluorescence polarization; 0% vehicle, 100% cell-free pure enzyme wells;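 active = activation above the mean of all tested compounds plus 3 SD, set per screening campaign, cut at about 17% in these data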
PHOSPHO1 block: blocks human PHOSPHO1 phosphatase activity | Q8TCT1 | recombinant PHOSPHO1, absorbance phosphatase assay | inhibition, % at 13.3 µM | actives 1.1% (n = 290,000); in the data active = inhibition above about 60%
M18AAP inhibitor: PfM18AAP enzyme inhibition; recombinant PfM18AAP, H-Glu-NHMec fluorogenic cleavage; actives 1.2% (n = 290,000); inhibition, % at 7.35 µM; AID 1822;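 active = inhibition above the campaign mean inhibition over all tested compounds plus 3 SD, cut at about 28% in these data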;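 note: 0% = plate median of test compound wells and 100% = 2 mM ZnCl2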
p-CIP stab down: compounds decreasing mouse p/CIP protein stability; Q05BA5; F442A p/CIP-EGFP cells, EGFP fluorescence, 16 h; decrease of EGFP signal, % at 10 µM; actives 0.01% (n = 290,000); AID 1984;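 active = EGFP signal decrease of at least 30% at 10 µM or well 3 SD below plate mean, unless failing retest; inactive = the rest, including hits failing retest or dose response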; note: some compounds called inactive have numbers as strong as hits; many of its hits are not listed in these tables
GPR7 antagonist: blocks human GPR7 receptor signaling; inhibition, % at 4.4 µM; P48145; actives 1.1% (n = 290,000); GPR7-expressing cells, fluorescence antagonist assay; AID 1861; in the data active = inhibition above about 16%, passing the limit was not always enough;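 note: cells stimulated with the agonist NPW; 0% = agonist with vehicle and 100% = vehicle without agonist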
* = called active by the depositor; x = not tested or not shown.

The opening three entries, to show the layout:
Below each SMILES – NALP1 inh	IDE cell inh	IMP-1 inhibitor	VIM-2 inhibitor	IDE act	PHOSPHO1 block	M18AAP inhibitor	p-CIP stab down	GPR7 antagonist
- CC(=O)Nc1ccc2nc(SCC(=O)N3CCOCC3)sc2c1
 : 0	0	-1.2	-1.6	0	9	-5	10	-3
- CCCSc1nnc(-c2c[nH]c3ccccc23)n1C
 : 2	-1	-1.0	-1.9	-3	5	5	-12	2
- O=C(N/N=C/c1cccnc1)c1cccs1
 : -10	8	-2.6	-1.0	2	-8	-5	-1	-11

This part in full, from the first entry:
Below each SMILES – NALP1 inh	IDE cell inh	IMP-1 inhibitor	VIM-2 inhibitor	IDE act	PHOSPHO1 block	M18AAP inhibitor	p-CIP stab down	GPR7 antagonist
- CC(=O)Nc1ccc2nc(SCC(=O)N3CCOCC3)sc2c1
 : 0	0	-1.2	-1.6	0	9	-5	10	-3
- CCCSc1nnc(-c2c[nH]c3ccccc23)n1C
 : 2	-1	-1.0	-1.9	-3	5	5	-12	2
- O=C(N/N=C/c1cccnc1)c1cccs1
 : -10	8	-2.6	-1.0	2	-8	-5	-1	-11
- CCN(CC)Cc1c(C(=O)OC(C)C)nnn1-c1nonc1N
 : 8	0	-1.8	0.5	0	3	-13	-14	1
- Cc1ccc(C(=O)CSc2nnc(CNc3ccc(C)cc3C)o2)cc1
 : 6	4	-3.6	-1.8	6	21	0	-3	1
- N#Cc1c(N)sc2c1CCN(C(=O)OCc1ccccc1)C2
 : 0	-16	-4.2	-2.2	2	14	17	-18	-16
- CCOC(=O)c1c(C)[nH]c(C)c1C(=O)COC(=O)CNC(=O)c1ccc(OCC)cc1
 : 7	6	4.7*	-2.4	6	-24	-1	-2	-8
- NS(=O)(=O)c1ccc(CNC(=O)Cc2c(F)cccc2Cl)cc1
 : 13	2	-1.7	-2.2	0	-1	1	6	-6
- CN1CCc2ccc(NC(=O)c3ccc(C(F)(F)F)cc3)cc2C1
 : 12	3	0.9	0.8	-2	14	2	10	8
- O=C(NNC(=O)c1ccccc1-c1ccccc1C(=O)O)c1ccccc1
 : 5	1	-2.4	-3.3	2	35	-5	4	11
- CN(C(=O)COc1ccccc1)C1CCS(=O)(=O)C1 (stereo unspecified)
 : 8	-2	-3.6	0.6	-1	37	-14	-29	-15
- Cc1cccc(NC(=O)CSCC(=O)Nc2cc(S(=O)(=O)N3CCOCC3)ccc2N2CCCC2)c1
 : 7	-2	-1.5	-1.9	2	43	3	-2	-9
- CC1(C)Oc2ccc(C(=O)NC3CCCCC3)cc2N(CC#N)C1=O
 : 1	2	-2.7	-4.1	-1	-15	6	-24	-5
- Cc1ccc(C(=O)N/N=C\C=C\c2ccc(Br)cc2)cn1
 : 0	5	-2.8	-4.5	5	-1	-1	3	-5
- Cc1cccc(N2C(=S)NC3c4ccccc4OC2(C)C3C(=O)N(C)C)c1 (stereo unspecified)
 : 10	9	-0.4	0.8	3	9	6	1	2
- Nc1nc2n(n1)C(c1c(F)cccc1Cl)CC(c1ccc(F)cc1)N2 (stereo unspecified)
 : 13	1	-4.3	-4.7	4	-17	3	-5	4
- CCCCNc1nc2c(c(=O)[nH]c(=O)n2C)n1CCOc1ccccc1
 : 18	2	-1.4	0.0	-1	-7	-1	-1	-9
- CN(C)c1ccc(/C=C(\C#N)C(=O)NCc2ccco2)cc1
 : 13	22*	-2.2	-2.8	x	1	-8	-3	1
- Cc1nn(C)cc1CN(C)C(=O)c1sc2cccc(Cl)c2c1Cl
 : 0	1	-3.8	-0.9	5	-2	-3	-14	2
- COc1cc2c(cc1OC)CN(C(=O)CN1CCN(S(=O)(=O)c3ccc(C)c(C)c3)CC1)CC2
 : -14	-2	-1.0	-2.0	-1	32	6	-4	-13
- Cc1sc(NC(=O)c2ccccc2)c(C(c2ccccn2)N2CCN(CCO)CC2)c1C (stereo unspecified)
 : -7	-2	-3.9	-2.2	6	-14	1	-25	1
- O=c1c2c(nc3cc(-c4cccc(F)c4)[nH]n13)CCC2
 : 14	-4	-1.8	-0.6	-1	1	2	-1	8
- Cc1ccc(NC(=O)c2cccs2)cc1[N+](=O)[O-]
 : 21	-4	-0.9	-3.4	5	49	4	-11	5
- Cc1cccc(NC(=O)C2CCN(S(=O)(=O)c3cccc4cccnc34)CC2)n1
 : -2	7	-1.3	-3.1	-3	30	5	-16	-10
- COC(=O)c1sccc1NC(=O)CSCC(=O)O
 : -7	4	-5.3	-4.7	5	16	-5	-7	-2
- CCC(C)N1CCN(S(=O)(=O)c2ccc3ccccc3c2)CC1 (stereo unspecified)
 : 10	6	-0.6	-2.4	4	-16	4	7	13
- CC1CC(C)CN(CCCNC(=O)c2ccc3c(c2)NC(=O)CS3)C1 (stereo unspecified)
 : 15	1	-2.1	-4.1	1	47	-3	-4	-8
- COc1ccccc1CC(=O)Nc1nc(-c2ccc(F)c(F)c2)cs1
 : 3	2	-2.7	-0.1	-5	28	1	-20	1
- CC(C)(C)c1nc(Sc2ncccc2[N+](=O)[O-])n[nH]1
 : 32	5	-3.2	-2.7	-3	15	-6	-12	-11
- CCOC(=O)COc1ccc2c(c1)C(=O)CC(C)(c1cccnc1)O2 (stereo unspecified)
 : 23	1	0.3	1.4	3	7	-1	-14	0
- O=C(O)CCCCCNc1ccc2nsnc2c1[N+](=O)[O-]
 : 11	1	0.3	0.2	-1	2	2	-8	2
- COc1cc(NC(=O)c2cccc(Cl)c2)ccc1NC(=O)c1cccs1
 : 15	8	-3.7	-5.4	-9	40	-2	-10	-4
- CNc1nc(C)c(C(=O)c2ccc(Cl)cc2)s1
 : 11	-6	-1.1	-1.0	6	-15	-2	1	-4
- COc1ccc(/C(C)=N/NC(=O)C2C3CCCCC32)c(OC)c1 (stereo unspecified)
 : 26	-2	-1.3	-2.6	4	7	-8	4	2
- COc1ccc(C=C(C#N)C#N)c(CSc2ccccn2)c1
 : -3	-3	-3.3	0.0	0	19	3	-2	-7
- COc1cc(/C=C(\C#N)c2nc3c(s2)CCCC3)ccc1O
 : 26	146*	-3.3	0.0	x	32	-9	-111	3
- CCCC1CCC(C2=N/C(=C\c3ccc(OC)c(OC)c3)C(=O)O2)CC1 (stereo unspecified)
 : 9	-7	1.7	-1.5	3	-1	-8	-9	6
- CCCCC1=CC2=CC(=O)C(C)(OC(=O)CC)C(=O)C2=CN1CCN1CCOCC1 (stereo unspecified)
 : 7	4	x	x	x	18	x	-14	x
- CCOC(=O)c1c(NC(=O)COc2ncnc3ccccc23)sc(C)c1CC
 : 35	0	1.9	-2.1	2	18	14	3	-8
- Cc1cc(C)nc(-n2ncc3c2CC(c2ccccc2C)CC3=O)n1 (stereo unspecified)
 : 34	-1	1.5	-0.1	5	1	-4	-2	-8
- CCc1ccc(OCCNC(=O)c2ccc(S(=O)(=O)N(C)C)cc2)cc1
 : 20	0	-4.4	-1.1	-3	8	2	-7	-6
- COC(=O)C(C)NC(=O)C1CCCN1S(=O)(=O)c1cc(C)c(Cl)cc1C (stereo unspecified)
 : 15	5	-3.5	-1.9	0	-22	4	-8	-6
- O=C(C1CCN(C2CCN(C/C(Cl)=C/c3ccccc3)CC2)CC1)N1CCOCC1
 : -3	2	-2.0	-3.2	1	30	7	2	-18
- CCCCCCC(=O)N=Nc1c(O)[nH]c2ccc([N+](=O)[O-])cc12
 : -2	1	-1.3	-3.5	-1	10	-1	9	-13
- CCC(Sc1nc2ccncc2[nH]1)C(=O)Nc1cc(Cl)ccc1C (stereo unspecified)
 : 9	-2	-4.5	-3.7	1	-11	4	4	-9
- COc1ccc(N2CCN(Cc3cc(=O)oc4ccc5ccccc5c34)CC2)cc1
 : 11	-5	-2.1	-1.4	1	-8	0	-2	6
- O=C(/C=C/c1ccc([N+](=O)[O-])cc1)NNC(=O)C1CC1
 : 2	3	-2.6	-4.3	7	1	11	-5	-17
- CCOC(=O)CNS(=O)(=O)c1cc(-c2nn(C)c(=O)c3ccccc23)ccc1C
 : -10	-4	-4.2	2.9	-1	7	-2	-11	0
- Cc1ccc2oc(-c3cccc(NC(=S)NC(=O)/C=C/c4ccco4)c3)nc2c1
 : 18	2	-4.1	-3.6	-4	6	5	-18	3
- CCOC(=O)c1cc(C#N)c(SCc2ccc(C#N)cc2)nc1C
 : x	7	-3.2	-4.4	3	x	1	x	4

Going on with the list:
Below each SMILES – NALP1 inh	IDE cell inh	IMP-1 inhibitor	VIM-2 inhibitor	IDE act	PHOSPHO1 block	M18AAP inhibitor	p-CIP stab down	GPR7 antagonist
- COc1ccc(C(=O)c2ccc(OC)c3cccc(O)c23)cc1OC
 : 22	5	-1.7	-1.0	8	83*	-6	-3	-17
- COc1ccc(CC(=O)NCCN2CCCC2)cc1
 : -2	-3	-2.0	-2.1	0	22	-4	-13	-4
- COc1ccc(CN(C)c2ncnc(N)n2)cc1
 : 8	-2	-3.3	-6.8	12	9	-2	-6	5
- CCc1cccc(C)c1NC(=O)COC(=O)c1ccc2c(c1)S(=O)(=O)c1ccccc1C2=O
 : 23	8	-3.7	-3.1	3	2	0	2	-2
- CC(C)NC(=O)c1onc(CSc2cccc(F)c2)c1C(=O)O
 : 15	1	-0.2	-0.1	4	20	12	-4	8
- O=C(NCc1ccc(F)cc1)c1ccc[nH]1
 : 8	0	-0.4	-0.5	6	8	-1	-6	-11
- COC(=O)c1cnn(C(=O)c2ccccc2Br)c1N
 : -3	-2	-1.4	-2.2	-3	12	0	10	1
- CC(C)(C)NC(=O)c1cc(-c2ccccc2)n[nH]1
 : -19	-7	-2.2	-2.3	-5	-19	-7	7	-3
- Cc1c(C(=O)N2CCOCC2)c(S(=O)(=O)Nc2ccc(F)cc2)c(C)n1C
 : -3	-2	-2.1	-5.8	6	-4	-1	-10	-5
- CC(=O)c1cccc(Nc2nc(-c3cccnc3)cs2)c1
 : 27	x	-4.2	6.0	-1	19	3	0	-13
- O=C(Cn1ncc2c([nH]c3ccccc32)c1=O)NCC1CCN(Cc2ccc(F)cc2)CC1
 : 29*	6	-1.4	-0.3	7	17	4	4	21
- Cc1ccccc1OCC(O)CN(CCO)Cc1ccccc1 (stereo unspecified)
 : -2	-3	-2.7	-1.7	0	7	8	-1	-16
- O=C(Nc1ccc(S(=O)(=O)Nc2ncccn2)cc1)c1cc([N+](=O)[O-])ccc1Cl
 : -6	3	-0.9	-1.8	2	14	-1	7	-13
- CCN(CC)S(=O)(=O)c1cccc(-c2nnc(-c3ccc(C)cc3)o2)c1
 : 6	3	-0.7	1.7	2	12	2	-1	-5
- CC(Sc1nc(-c2ccccc2)cc(C(F)(F)F)n1)C(=O)Nc1sc2c(c1C#N)CCC2 (stereo unspecified)
 : 3	0	-2.8	-4.4	3	30	9	-5	-9
- O=C1CN(S(=O)(=O)c2ccccc2)CC(=O)N1CCc1ccccc1
 : 6	-5	-3.9	-3.4	-2	0	-7	7	-6
- O=C(NC(=S)NC1CCCCC1)c1ccc(Cl)cc1
 : 21	1	-2.2	-1.0	8	25	6	-20	-19
- Cc1ccc(-c2noc(CCC(=O)N3CCCc4ccccc43)n2)cc1
 : 25	-1	-1.8	-3.1	1	11	-1	-10	-9
- CCOc1ccc(NC(=O)C2C3C=CC4(CN(C(C(=O)OC)C(C)C)C(=O)C24)O3)cc1 (stereo unspecified)
 : 31	8	-3.5	-1.2	6	4	-7	-9	0
- O=c1cc(O)c2c(=O)n(Cc3ccccc3)c3ccccc3c2o1
 : -16	10	-0.8	2.1	-2	49	3	11	-3
- COc1ccccc1CNC(=O)c1ccc(-c2ccccc2Cl)o1
 : 28	1	-0.8	0.0	-8	-9	3	-6	14
